High-throughput results from PubChem.
POLI inh: inhibitors of human DNA polymerase iota | Pol iota fluorescent replication assay, 10 min | Potency, µM (series often up to 115 µM), for the others: at the top dose activity, negative = inhibition, most hits filed as inhibitors | 390,000 tested, 1% active | AID 588590 | Q9UNA4; note: potency is the fitted concentration of half-maximal effect
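Pol iota at 10 nM preincubated 15 min with compounds at room temperature; reaction started with fluorescent substrate, 50 nM final. Fluorescence read kinetically at 0 and 10 min; buffer-only wells as negative control.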
RXFP1 antag: blocks the human relaxin receptor RXFP1; HEK293-RXFP1, relaxin-stimulated cAMP HTRF, 30 min; hits give low values; activity change, negative = inhibition, % at 57.5 µM; 350,000 tested, 0.59% active; AID 1259400; Q9HBX9;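 active = activity change of -60% or lower, but not beyond a set lower limit; inconclusive = change between -60% and -40%, or beyond the set limit; inactive = change above -40%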; note: % is set by controls: 0 for no effect and ±100 for the full control effect
POLB inh: blocks human DNA polymerase beta activity; Pol beta primer extension/strand displacement, fluorescence kinetic; Potency, µM (series often up to 114 µM), without a hit: at the top dose activity change, negative = inhibition, actives largely listed as inhibitors; 340,000 tested, 1.3% active; AID 485314; note: potency is the fitted concentration of half-maximal effect; % is set by controls: 0 for no effect and ±100 for the full control effect
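Homogeneous kinetic assay of primer extension and strand displacement by 10 nM Pol beta, preincubated 15 min at room temperature with compound before 50 nM substrate (final) was added. Read at 0 and 10 min; four-parameter Hill fit.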
Anesthetic bind: candidate novel general anesthetic via apoferritin binding. 350,000 tested, 0.074% active. apoferritin/1-aminoanthracene competitive binding, fluorescence. Potency, µM (doses to about 77.5 µM), for the others: top-dose activity change, negative = displacement, actives largely listed as inhibitors. P02791; note: potency is the fitted concentration of half-maximal effect; % is set by controls: 0 for no effect and ±100 for the full control effect; nearly all actives have a fitted effect of over 20% in size
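Horse-spleen apoferritin (10 uM) was mixed with 50% saturated 1-aminoanthracene in PBS, exposed to compounds for 10 min at room temperature, and read for fluorescence (ex 380 nm, em 535 nm). Competitive displacement was fitted with a four-parameter Hill equation.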
Pol kappa inh: DNA polymerase kappa (human) inhibition; 400,000 tested, 0.53% active; Q9UBT6; Potency, µM (series often up to 107 µM), inactives show at the highest dose activity, negative = inhibition, hits mostly inhibitors; purified Pol kappa, fluorescent DNA synthesis assay, 10 min; note: potency is the fitted concentration of half-maximal effect; % is set by controls: 0 for no effect and ±100 for the full control effect
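Enzyme at 10 nM met test compounds for 15 min at room temperature. Substrate addition (50 nM final) began the reaction, which was monitored by fluorescence at 0 and 10 min.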
PGK inhibitor: blocks T. brucei phosphoglycerate kinase. PGK/GAPDH coupled, Kinase-Glo luminescence, 60 min. Potency, µM (titrated, usually from 57.5 µM), without a hit: top-dose activity change, negative = inhibition, most hits filed as inhibitors. 380,000 tested, 0.043% active; note: potency is the fitted concentration of half-maximal effect; % is set by controls: 0 for no effect and ±100 for the full control effect; nearly all actives have a fitted effect of over 60% in size
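Luminescent ATP detection (Kinase-Glo Plus) follows a 60-minute room-temperature incubation, with wells lacking PGK as controls. Buffer: 100 mM TEA (pH 7.6), 5 mM MgCl2, 0.01% Tween-20. Coupling enzyme GAPDH (100 nM final) supplies unstable 1,3-BPG in-well.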
APE1 inh: APE1 (human) endonuclease inhibition. 350,000 tested, 0.35% active. recombinant APE1, TAMRA/BHQ-2 abasic DNA cleavage fluorescence. P27695. Potency, µM (series often up to 65.8 µM), for the others: at the top dose activity change, negative = inhibition, most hits filed as inhibitors;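 note: potency is the fitted concentration of half-maximal effect; plate controls were vehicle for no effect and reference inhibitor for full effect; nearly all actives have a fitted effect of over 55% in size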
Target sequence (P27695 whole entry, looked up): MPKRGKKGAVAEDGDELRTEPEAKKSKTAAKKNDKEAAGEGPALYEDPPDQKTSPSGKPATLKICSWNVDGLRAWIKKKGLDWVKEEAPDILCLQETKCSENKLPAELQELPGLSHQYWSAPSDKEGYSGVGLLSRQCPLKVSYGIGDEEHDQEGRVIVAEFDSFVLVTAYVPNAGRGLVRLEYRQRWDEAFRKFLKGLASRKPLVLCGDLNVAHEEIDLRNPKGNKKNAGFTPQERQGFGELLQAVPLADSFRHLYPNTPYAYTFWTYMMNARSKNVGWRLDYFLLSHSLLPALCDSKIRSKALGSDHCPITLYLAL
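Endonuclease cleavage of a quenched abasic-site DNA duplex (50 nM) by APE1 (0.75 nM) was tracked by TAMRA dequenching. Compounds were preincubated with enzyme 15 min at room temperature; data normalized to buffer-only and DMSO wells plus NSC13755 control.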
BLM inh: blocks DNA unwinding by human BLM helicase; Potency, µM (doses to about 56.1 µM), inactives show top-dose activity change, negative = inhibition, most hits filed as inhibitors; recombinant BLM DNA unwinding, fluorescence dequenching; 350,000 tested, 0.2% active; P54132;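 note: potency is the fitted concentration of half-maximal effect; plate controls were vehicle for no effect and no enzyme for full effect; nearly all actives have a fitted effect of over 35% in size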
POLH inh: DNA polymerase eta (human) inhibition | 390,000 tested, 1.2% active | recombinant Pol eta, fluorescent DNA replication assay | Potency, µM (doses to about 114 µM), for inactives: at the top dose activity change, negative = inhibition, hits mostly inhibitors; note: potency is the fitted concentration of half-maximal effect; % is set by controls: 0 for no effect and ±100 for the full control effect
Target sequence (Q9Y253 whole entry, looked up): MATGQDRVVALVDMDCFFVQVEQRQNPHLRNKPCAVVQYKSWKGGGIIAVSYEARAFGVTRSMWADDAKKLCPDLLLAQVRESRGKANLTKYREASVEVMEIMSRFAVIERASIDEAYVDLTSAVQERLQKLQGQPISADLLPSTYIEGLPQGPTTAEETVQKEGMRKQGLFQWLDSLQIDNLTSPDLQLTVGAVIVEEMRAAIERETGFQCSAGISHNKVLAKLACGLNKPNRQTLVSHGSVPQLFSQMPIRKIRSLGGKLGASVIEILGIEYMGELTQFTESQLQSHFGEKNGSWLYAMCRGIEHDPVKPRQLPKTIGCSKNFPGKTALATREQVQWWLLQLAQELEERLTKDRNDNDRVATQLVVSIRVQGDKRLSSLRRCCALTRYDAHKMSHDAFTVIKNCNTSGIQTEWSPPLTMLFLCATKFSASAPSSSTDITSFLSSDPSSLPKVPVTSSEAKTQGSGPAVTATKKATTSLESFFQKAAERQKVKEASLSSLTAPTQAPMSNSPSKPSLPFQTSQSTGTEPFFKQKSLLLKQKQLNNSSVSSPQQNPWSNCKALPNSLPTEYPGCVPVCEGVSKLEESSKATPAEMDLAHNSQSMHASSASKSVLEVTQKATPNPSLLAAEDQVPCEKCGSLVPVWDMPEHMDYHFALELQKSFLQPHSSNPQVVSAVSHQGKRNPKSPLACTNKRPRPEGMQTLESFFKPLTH
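Fluorescent replication assay: 50 nM final substrate added after a 15 min room-temperature compound preincubation with 10 nM enzyme. Signal taken at 0 min and again at 10 min.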
* marks the source's active call; other numbers are inactive results; i = inactive; u = inconclusive; x = no result given; & = joins results of further samples; [ ] = another dose, or the depositor's remark. Unless noted, calls come from the whole dose curve; as a rule, active = well fitted curve in the direction sought with a large enough effect; inconclusive = small, poorly fitted or top-dose-only effect, or another doubt; inactive = no such curve, though single readings can be large; an effect the other way counts as inactive or inconclusive. A portion of the library (hit frequency here may not be typical).

SMILES | POLI inh | RXFP1 antag | POLB inh | Anesthetic bind | Pol kappa inh | PGK inhibitor | APE1 inh | BLM inh | POLH inh
O=C(NCc1noc2ccccc12)Nc1ccc(F)cc1F | 16% | 0 | -9% | -3% | -16%[60.1 µM] | -7% | x | 2% | -11%
O=C(Cn1nc(-c2ccccc2)c2c(c1=O)CCCC2)Nc1ccc(F)c(Cl)c1 | -6% | x | -2% | u | -3% | -9% | x | -6% | -12%
O=C(CCN1C(=O)c2ccc([N+](=O)[O-])cc2C1=O)Nc1nccs1 | 44%[activator] | 8 | -1% | 0% | -5% | 3% | 3% | -3% | -3%
COc1ccc(/C=N/NC(=O)Cn2cnc3c2c(=O)n(C)c(=O)n3C)c(OC)c1OC | 103%[activator] | -14 | 20% | 4% | -9% | -1% | 2% | -1% | -12%
Cc1ccc(NC(=O)CCCSc2ccccc2)cc1S(=O)(=O)N1CCOCC1 | 161%[activator] | -9 | 2% | -5% | -2% | i | -7% | -4% | -20%
CC(C)Cc1nnc(NC(=O)Cc2ccccc2[N+](=O)[O-])s1 | 192%[activator] | -8 | 29% | -14% | -8% | -10% | 13% | 2% | -13%
CCCCn1c(SCC(=O)N2CCc3ccccc32)nnc1-c1ccncc1 | 17% | -4 | -19% | -3% | -13% | 6% | -3% | -2% | 6%
Cc1ccc2[nH]c(=O)c(CN(CCO)Cc3nnnn3CCc3ccccc3)cc2c1 | 11% | -10 | 14% | 35%[activator] | -4% | -9% | -2% | -7% | -13%
CN1CCCC(C(=O)C(C#N)c2ccccc2)C1 (stereo not drawn) | u | 1 | -16% | -3% | -15% | 1% | -4% | -2% | 3%
NC(=O)c1cc2c(s1)-c1cc(Cl)ccc1SC2 | 35%[activator] | 7 | 0% | -3% | -5% | -9% | -1% | -3% | 5%
COc1cc(NC(=O)c2ccccc2)ccc1NC(=O)c1cc2ccccc2o1 | 58%&-7%[activator] | -3 | 3%&-4% | 40%&16%[activator] | 4%&-24% | -14% | 8% | -1%&-8% | -17%&1%
Cc1ccc(C2=NS(=O)(=O)N(C)C(C(=O)N3CCCCC3)=C2)cc1 | 32%[activator] | -12 | 27% | -16% | -3% | 6% | 6% | 0% | -25%
Cc1ccc2cc(CNC(C)C)c(=O)[nH]c2c1 | 9% | -2 | -12% | 93%[activator] | 6% | -2% | 3% | 0% | 0%
Cc1cc(OCC(=O)N(C(C)C)C(C)C)ccc1Cl | 32%[activator] | -6 | 1% | u | 1% | -10% | -7% | -5% | -12%
COc1ccc2nc(N3C(=O)C(O)=C(C(=O)c4ccco4)C3c3ccc(C)o3)sc2c1 (stereo not drawn) | u | -13 | x | x | -21% | -12% | -2% | x | -12%
Cc1ccc2oc(-c3ccccc3)c(C(=O)O)c(=O)c2c1 | u | -9 | 9% | u | -16% | i | 5% | -10% | -13%
CC(Oc1ccc(Cl)cc1Cl)c1nc(-c2ccc(NC(=O)c3cccnc3)cc2)no1 (stereo not drawn) | 21% | -23 | -7% | -11% | -7% | i | -6% | -11% | -19%
O=C(NCc1cccnc1)C(C(=O)c1ccc(F)cc1)n1ccccc1=O (stereo not drawn) | -9% | 10 | 1% | -12% | -17% | -7% | 2% | -2% | -4%
COc1ccc(C(=O)N2CCN(CCCc3ccccc3)CC2)cc1OC | 146%[activator] | -1 | 31% | -2% | -1% | -9% | 29% | -2% | -20%
C=CCn1c(=O)[nH]c2cc(C(=O)N3CCN(c4cccc(Cl)c4)CC3)ccc2c1=O | 89µM* | -6 | -68% | u | -25% | -2% | -9% | -12% | u
CC(C)Oc1ccc(S(=O)(=O)N2CCCCC2)cc1NC(=O)CN1C(=O)NC(C)(C2CC2)C1=O (stereo not drawn) | 50%[activator] | -19 | x | x | -11% | -3% | -14% | x | -19%
CNS(=O)(=O)c1cccc(C(=O)OCC(=O)c2cc(C)n(-c3ccc4c(c3)OCO4)c2C)c1 | u | -5 | 7% | -15% | -6% | 0% | -5% | -9% | -13%
Cc1cc(C)c(/C=C/c2onc(C)c2S(=O)(=O)N2CCC(C(=O)N3CCN(c4ccccc4)CC3)CC2)c(C)c1 | 44%[activator] | -1 | -17% | 4% | -16%[60.1 µM] | 10% | x | -5% | -15%
Cc1ccccc1NC(=O)COC(=O)CNC(=O)c1sc2ccccc2c1Cl | 3% | -2 | 2% | u | -6% | -7% | -6% | 2% | 3%
O=C(CCC(=O)Nc1ccc(Cl)cc1Cl)NNC(=O)[C@@H]1CCCC[C@@H]1C(=O)O | 16% | 4 | 27% | u | -8% | -3% | 3% | 2% | -17%
SMILES | POLI inh | RXFP1 antag | POLB inh | Anesthetic bind | Pol kappa inh | PGK inhibitor | APE1 inh | BLM inh | POLH inh
NC(=O)c1ccsc1NC(=O)COC(=O)c1ccccn1 | u | -3 | x | x | u | i | 16% | x | u
CNc1ncnc2c1ncn2-c1ccccc1 | -19% | -6 | x | x | 3% | -12% | x | x | 18%
O=C(c1ccc(S(=O)(=O)Nc2ccccc2F)cc1)N1CCCC1 | 42%[activator] | 32 | x | x | -2% | 2% | 3% | x | -9%
COc1ccc(-n2nc(C(=O)NCC(=O)N3CCN(c4ccccn4)CC3)c3ccccc3c2=O)cc1 | -3% | 0 | 5% | -10% | 0% | -1% | -8% | -12% | -15%
O=Cc1cccc(Oc2ncccn2)c1 | 18% | -5 | 42% | -8% | -9% | 1% | -2% | -1% | -14%
Cc1cc(C)c(OCC(O)CN2CCN(c3ccccn3)CC2)c(C)c1 (stereo not drawn) | 5% | -7 | 17% | -12% | 4%[60.1 µM] | 1% | 9% | 5% | -16%
CN(C)CCN1C(=O)c2ccccc2C1=O | 13% | x | x | x | -15% | 8% | -5% | x | -10%
O=C(CN(CC1CCCO1)C(=O)CNS(=O)(=O)c1ccc(F)cc1)NC1CCCCC1 (stereo not drawn) | 59%[activator] | 3 | 13% | -7% | 7% | i | 40% | -3% | -10%
CCN(CC)S(=O)(=O)c1cc(C(=O)Nc2cc(Cl)ccc2N2CCN(C)CC2)ccc1Cl | 11% | -11 | 2% | u | -7% | 5% | -1% | -5% | 7%
COc1ccc(CCC(=O)OCC(=O)NCc2ccccc2)cc1 | 9% | 0 | x | x | -1% | -4% | 40% | x | -16%
Cc1ccccc1CC1SC(N)=NC1=O (stereo not drawn) | 125%[activator] | 0 | 12% | -12% | 4% | 2% | 23% | 0% | 3%
Cc1cc(C)n2c(SCC(=O)Nc3ccc(F)cc3)nnc2n1 | 20% | 8 | 6% | 1% | 6% | -6% | -1% | -1% | -12%
O=C(c1ccc2ccccc2c1)N1CCOCC1 | 4% | -1 | x | x | 10% | -2% | -9% | x | -15%
COc1ccc(N(CC(=O)N/N=C/c2ccc(OC)cc2OC)S(=O)(=O)c2ccccc2)cc1 | -6% | 6 | -19% | 0% | 6% | -8% | 2% | -6% | 3%
COc1ccc(S(=O)(=O)N2CCOCC2)cc1NC(=O)CN1CCN(C)CC1 | 6% | 23 | x | x | -1% | 1% | -10% | x | 5%
Cc1cc(C(=O)CSc2nnc(-c3ccccc3)n2Cc2ccc3c(c2)OCO3)c(C)n1C | 24% | -4 | 12% | -17% | -9% | -4% | 12% | -8% | -15%
Cc1c(NC(=O)Cc2ccc(Cl)cc2)cccc1-c1nc2cccnc2s1 | u | -11 | -1% | u | -3% | 0% | x | -6% | -11%
O=C(NC1CCCCC1)C(c1ccc(F)cc1)N(CCCN1CCOCC1)C(=O)c1ccc(CN2CCOCC2)o1 (stereo not drawn) | 174%[activator] | -1 | 26% | 0% | -9% | -1% | 21% | -11% | -19%
N#CC1=C(N)N(c2ccccc2Sc2ccccc2)C(=O)C1 | 1% | -24 | 28% | -17% | -38% | 0% | 8% | -9% | u
CC(=O)c1ccc(N2CCN(C(=O)CCCn3c(=O)[nH]c4ccsc4c3=O)CC2)cc1 | -8%&24% | 15 | 22%&-13% | -11%&-15% | -1%&-18% | -2%&-4% | -1% | -2%&2% | 10%&-12%
CSC(=S)N/N=C/c1ccc(Br)cc1 | 3% | -4 | 9% | -10% | 7% | -11% | -4% | -2% | -11%
CCc1ccc(Nc2cnn(C34CC5CC(CC(CC(=O)O)(C5)C3)C4)c(=O)c2Cl)cc1 | 97%[activator] | -23 | 11% | -7% | -5% | -4% | 6% | -10% | -2%

A draw from above in order of heavy-atom count, rising.
SMILES | POLI inh | RXFP1 antag | POLB inh | Anesthetic bind | Pol kappa inh | PGK inhibitor | APE1 inh | BLM inh | POLH inh
CN1CCCC(C(=O)C(C#N)c2ccccc2)C1 (stereo not drawn) | u | 1 | -16% | -3% | -15% | 1% | -4% | -2% | 3%
Cc1cc(OCC(=O)N(C(C)C)C(C)C)ccc1Cl | 32%[activator] | -6 | 1% | u | 1% | -10% | -7% | -5% | -12%
NC(=O)c1ccsc1NC(=O)COC(=O)c1ccccn1 | u | -3 | x | x | u | i | 16% | x | u
Cc1ccc(C2=NS(=O)(=O)N(C)C(C(=O)N3CCCCC3)=C2)cc1 | 32%[activator] | -12 | 27% | -16% | -3% | 6% | 6% | 0% | -25%
Cc1ccccc1NC(=O)COC(=O)CNC(=O)c1sc2ccccc2c1Cl | 3% | -2 | 2% | u | -6% | -7% | -6% | 2% | 3%
C=CCn1c(=O)[nH]c2cc(C(=O)N3CCN(c4cccc(Cl)c4)CC3)ccc2c1=O | 89µM* | -6 | -68% | u | -25% | -2% | -9% | -12% | u
CCc1ccc(Nc2cnn(C34CC5CC(CC(CC(=O)O)(C5)C3)C4)c(=O)c2Cl)cc1 | 97%[activator] | -23 | 11% | -7% | -5% | -4% | 6% | -10% | -2%
COc1ccc(N(CC(=O)N/N=C/c2ccc(OC)cc2OC)S(=O)(=O)c2ccccc2)cc1 | -6% | 6 | -19% | 0% | 6% | -8% | 2% | -6% | 3%
